High-throughput results deposited in PubChem BioAssay by Fisher Drug Discovery Resource Center.
mcGAS lum: mouse cGAS inhibition by luminescence; Q8C6L5; recombinant cGAS, Kinase-Glo ATP depletion luminescence; inhibition, % at 12.5 µM; 160,000 compounds, 0.15% hits;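 note: 0% = negative control wells and 100% = reference inhibitor with no enzyme activity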
hcGAS lum: human cGAS inhibition; 290,000 compounds, 0.081% hits; inhibition, % at 12.5 µM; recombinant h-cGAS, ATP depletion, Kinase-Glo luminescence;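 note: 0% = vehicle reaction and 100% = reaction without DNA for no activity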
Target sequence (Q8N884 whole entry, looked up): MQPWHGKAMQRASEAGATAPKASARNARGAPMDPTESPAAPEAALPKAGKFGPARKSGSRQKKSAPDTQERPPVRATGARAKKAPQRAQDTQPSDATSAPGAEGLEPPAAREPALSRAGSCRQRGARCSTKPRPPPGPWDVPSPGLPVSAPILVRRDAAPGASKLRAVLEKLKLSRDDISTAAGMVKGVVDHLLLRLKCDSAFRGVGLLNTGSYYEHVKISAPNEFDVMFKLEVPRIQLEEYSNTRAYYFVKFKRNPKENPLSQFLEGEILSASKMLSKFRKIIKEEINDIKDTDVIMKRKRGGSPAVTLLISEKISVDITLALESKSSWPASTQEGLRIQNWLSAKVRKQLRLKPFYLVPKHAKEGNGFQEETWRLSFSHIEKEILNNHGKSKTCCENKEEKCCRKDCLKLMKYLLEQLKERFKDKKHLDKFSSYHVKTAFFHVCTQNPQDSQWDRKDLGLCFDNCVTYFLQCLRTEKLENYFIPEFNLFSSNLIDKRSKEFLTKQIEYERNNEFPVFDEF
NPYLR7 agonist: activates Aedes aegypti NPYLR7 receptor | HEK293T NPYLR7/Galpha15, GCaMP6s calcium fluorescence | AID 1259423 | 270,000 compounds, 0.15% hits | activation, % at 10 µM; in the data active = activation above about 40%;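 note: 0% = vehicle and 100% = reference agonist at the receptor; some compounds past the cut are filed as inactive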
Numbers without * were called inactive; x = no result given; & = joins results of further samples. Cut-off read from the data, not from the text of the source, unless noted: active = inhibition above about 40%; inactive = the rest.

Compound | mcGAS lum | hcGAS lum | NPYLR7 agonist
CSc1ccc(C(=O)CC(C)(C)C(=O)NC2CCCCC2)cc1 | -5 | -4 | -3
COc1ccc(/C=C2/SC(N)=NC2=O)cc1O | -4 | 0 | -5
O=C(Nc1ccc2[nH]cc(CCN3CCN(c4cccc(C(F)(F)F)c4)CC3)c2c1)c1c(Cl)cc(Cl)cc1Cl | -6 | 5 | 16
C=C(C)CN1CCN(c2nc3c(c(=O)[nH]c(=O)n3C)n2Cc2ccc(Cl)c(Cl)c2)CC1 | x | -9 | 11
CCCCN(CC(=O)N(CCc1c[nH]c2ccccc12)Cc1ccc(F)cc1)C(=O)c1cccc(F)c1 | -6 | -12 | x
CC(CC(=O)N(C)C1CCCCC1)NC(=O)c1ccccc1 (centres undefined) | -5 | -2 | 0
CC1CC(Sc2ccccc2O)C(=O)O1 (centres undefined) | x | -2 | 15
CCOC(=O)c1cnn2c1NCCC2 | -6 | -7 | 17
O=C(c1ccccc1)N1N=C(c2ccccc2)CC1c1ccc2c(c1)OCO2 (centres undefined) | 3 | -5 | -7
CC1CCCC(NC(=O)CSc2nnc(-c3ccccc3F)o2)C1C (centres undefined) | 0 | -12 | 8
C=CCn1c(SCc2cccc(C#N)c2)nnc1-c1cc(OC)cc(OC)c1 | 2 | 3 | x
CC(NC(=O)C(Cl)c1ccccc1)c1nnc(SCc2ccccc2)n1-c1cc(Cl)ccc1Cl (centres undefined) | -5 | -4 | x
Cn1cccc1C(CNC(=O)C(=O)Nc1cc2c3c(c1)CCN3C(=O)CC2)N1CCCC1 (centres undefined) | x | -8 | 4
CCCc1cc(C(=O)N2CCN3CCN(C)C(=O)C3C2)cs1 (centres undefined) | -8 | 4 | 3
COc1ccc(OCCn2c(C3CC(=O)N(C)C3)nc3ccccc32)cc1 (centres undefined) | -2 | 5 | 4
Cc1c(C)n2c3c(=O)n(CC=Cc4ccccc4)c(=O)n(C)c3nc2n1CCCl | -7 | -7 | 1
CNS(=O)(=O)c1ccc(CN(Cc2ccccn2)CC(C)C)cc1 | x | -6 | 12
O=C(CN1CCCC1c1ccc[nH]1)N(CC(F)(F)F)c1ccc(Cl)cc1 (centres undefined) | x | 9 | 0
COc1ccc(NC(=O)CNC(=O)CN(C(=O)c2cc(OC)c(OC)c(OC)c2)C2CCCCC2)cc1 | 0 | 2 | -4
COc1ccc(-n2c(CCC(=O)NCc3cccs3)ccc2-c2ccc(Cl)cc2)cc1 | -10 | -4 | 0
CCN(CC(=O)N1CCC(O)CC1)c1ccccc1 | x | -8 | 14
CC(=O)c1cc2cc(Br)ccc2oc1=O | -1 | -6 | -2
COc1cc2c(cc1OC)C(CNC(=S)Nc1cccc(C)c1)N(C(=O)NC(C)C)CC2 (centres undefined) | -3 | 0 | 4
Cc1nc2sccn2c(=O)c1NC(=O)CSCc1ccccc1 | 0 | -3 | -13

Next section; the last five above are carried over.
Compound | mcGAS lum | hcGAS lum | NPYLR7 agonist
COc1ccc(-n2c(CCC(=O)NCc3cccs3)ccc2-c2ccc(Cl)cc2)cc1 | -10 | -4 | 0
CCN(CC(=O)N1CCC(O)CC1)c1ccccc1 | x | -8 | 14
CC(=O)c1cc2cc(Br)ccc2oc1=O | -1 | -6 | -2
COc1cc2c(cc1OC)C(CNC(=S)Nc1cccc(C)c1)N(C(=O)NC(C)C)CC2 (centres undefined) | -3 | 0 | 4
Cc1nc2sccn2c(=O)c1NC(=O)CSCc1ccccc1 | 0 | -3 | -13
O=S(=O)(c1cccc(C(F)(F)F)c1)N1CCN(c2nc(Cc3ccccc3)nc3cc(Cl)ccc23)CC1 | -6 | 0 | 16
COc1ccccc1C(=O)NCCC(=O)N1CC(C)CC(C)C1 (centres undefined) | x | -15 | 10
O=C(CN1CCC(C(=O)N2CCCCCC2)CC1)Nc1cccc(Cl)c1Cl | x | -1 | 0
O=C(Cn1nc2c(c1NC(=O)Cc1noc3ccccc13)CSC2)NCc1ccco1 | -5 | -4 | -4
COc1ccc2nc(CN3CCN(C(=O)C4(c5cccs5)CCCC4)CC3)[nH]c2c1 | x | 11 | 12
FC(F)(F)c1cccc(Oc2ncccc2CNc2ncccc2Cl)c1 | x | -4 | 0
COc1ccc(-c2cc(C(=O)NCCCN3CCCCC3C)nc3c(-c4ccccc4)c(C)nn23)cc1 (centres undefined) | -4 | -6 | -1
O=C1OCCN1c1cccc(NS(=O)(=O)c2ccc(OC(F)(F)F)cc2)c1 | x | -2 | -1
c1ccc(-c2nc3c(c(N4CC(c5ccccn5)C4)n2)CCC3)cc1 | -14 | -7 | x
Cc1ncc([N+](=O)[O-])n1CCC(C)C | x | -3 | 2
O=C(c1cc(=O)[nH]c(=O)[nH]1)N1CCCC(N2CCc3ccccc3C2)C1 (centres undefined) | x | -3 | 9
CCn1cc(CN2CC(=O)N(C(C)C)CC(OCc3cc(OC)cc(OC)c3)C2)c(C)n1 (centres undefined) | -5 | -20 | 18
CCN(Cc1nccn1C)C(=O)c1ccc(N2CCC(COC)C2)nc1 (centres undefined) | x | -2 | 1
Cc1ccccc1-n1c(SCCCC(=O)N2CCN(C(=O)CCc3ccccc3)C(C)C2)nnc1-c1ccccc1 (centres undefined) | -4 | -4 | 11
CN(Cc1ccc(S(C)=O)cc1)c1ccc(Br)cn1 (centres undefined) | x | -6 | 10
Cc1csc(SCc2ccc(C(=O)N3C4CCC3CC(Oc3cccc(C#N)c3)C4)cc2)n1 (centres undefined) | -5 | -4 | 4
CN(Cc1ccsc1)C(=O)c1cc(COc2ccc3c(c2)CCCC3)on1 | x | -10&-6 | 6
CC(=O)SCCC(=O)N1[C@@H](C)CCC[C@H]1C(=O)O | x | -2 | 26
Cc1nc2ncc3c(=O)n(-n4c(C)nnc4C)ccc3n2n1 | x | -4 | 4
O=C(NC1(C(=O)NCC2CC2)CCCC1)c1ccn[nH]1 | x | -6 | 4
Cc1ccc(S(=O)(=O)NCCc2csc3nc(-c4ccccc4F)nn23)cc1C | -7 | -6 | 25
CCCCSc1nc2[nH]ncc2c(=O)[nH]1 | x | -3 | -3
Cc1cc(C)c(S(=O)(=O)N(CC(=O)N2CCC(C)CC2)Cc2ccccc2)c(C)c1 | x | -5 | 2
CCOc1ccc(C(=O)NC(C)c2ccc(Cl)s2)cn1 (centres undefined) | x | -11 | -25

Part of the list above, as labelled records.
Cc1ccc(S(=O)(=O)NCCc2csc3nc(-c4ccccc4F)nn23)cc1C
  mcGAS lum = -7
  hcGAS lum = -6
  NPYLR7 agonist = 25
CCCCSc1nc2[nH]ncc2c(=O)[nH]1
  mcGAS lum = x
  hcGAS lum = -3
  NPYLR7 agonist = -3
Cc1cc(C)c(S(=O)(=O)N(CC(=O)N2CCC(C)CC2)Cc2ccccc2)c(C)c1
  mcGAS lum = x
  hcGAS lum = -5
  NPYLR7 agonist = 2

(listing goes on)
Compound | mcGAS lum | hcGAS lum | NPYLR7 agonist
COC(=O)c1cc(=O)c(O)c2c(O)c(O)ccc2c1 | 37 | -3 | -8
COc1ccc(OC)c(-c2cccc(-c3ccc(NC(=O)COc4ccc(Cl)cc4)cc3)n2)c1 | -4 | -1 | -5
O=C(CN1CCCC1)Nc1c2c(nc3c1CCC3)CCC2 | 0 | -3 | 9
O=c1[nH]cnc2c1CCN(S(=O)(=O)c1cc3ccccc3o1)C2 | 0 | 0 | 2
CCOC(=O)COc1ccc2oc(=O)cc(-c3cc4ccccc4o3)c2c1 | -4 | 0 | -1
Cc1cccc2cc(C(=O)N3C[C@H]4CC=CC[C@H]4C3)oc12 | x | -6 | 5
CN(C)S(=O)(=O)c1ccc(C(=O)Nn2cnc3c(cnn3-c3ccc(F)cc3)c2=O)cc1 | x | 1 | 16
O=C(Nc1ccc2c(c1)OCCO2)c1cc(C2CC2)n(C2CCS(=O)(=O)C2)n1 (centres undefined) | -7 | -7 | 1

Full records, looked up by structure. Order of screens: mcGAS lum, hcGAS lum, NPYLR7 agonist
Shown for `O=C(Nc1ccc2c(c1)OCCO2)c1cc(C2CC2)n(C2CCS(=O)(=O)C2)n1` (centres undefined) : -7, -7, 1
Shown for `Cc1cccc2cc(C(=O)N3C[C@H]4CC=CC[C@H]4C3)oc12` : x, -6, 5
Shown for `COC(=O)c1cc(=O)c(O)c2c(O)c(O)ccc2c1` : 37, -3, -8
Shown for `CN(C)S(=O)(=O)c1ccc(C(=O)Nn2cnc3c(cnn3-c3ccc(F)cc3)c2=O)cc1` : x, 1, 16

Next records follow:
Compound | mcGAS lum | hcGAS lum | NPYLR7 agonist
Cc1cccc2sc(N(Cc3cccnc3)C(=O)c3ccc([N+](=O)[O-])s3)nc12 | -7 | -4 | -2
COc1ccc(CNC(=O)CC2C(=O)NCCN2Cc2ccc(-c3ccccc3)cc2)cc1 (centres undefined) | -8 | 0 | 7
Cc1cc(C(=O)Nc2ccc(-c3nc4ccccc4o3)c(O)c2)ccc1[N+](=O)[O-] | -5 | -8 | -10
CC1(C(=O)NCCC#N)CCN1C(=O)C1(c2ccccc2)CCCC1 (centres undefined) | -4 | -6 | 15
Cc1ccc2oc(-c3ccc(C)c(NC(=O)c4ccc(Cl)c([N+](=O)[O-])c4)c3)nc2c1 | -3 | -3 | 1
Cc1cccc(-n2nc(C(=O)NC3CC3)c(=O)n(Cc3ccccc3F)c2=O)c1 | -5 | -7 | 16
Cc1ccc(-c2nc(CNC(=O)N3CCOCC3C)co2)cc1 (centres undefined) | x | -16 | 7
COc1ccc(C(=O)NCc2nnc(SCC(=O)Nc3cccc(C)c3)n2-c2ccc(Br)cc2)c(OC)c1 | x | -6 | -5
COc1ccc(-c2cnc3ncnn3c2NCc2cccc(OC)c2OC)cc1 | -5 | -4 | 23
COc1ccc(NS(=O)(=O)c2ccc(N)cc2)nn1 | -2 | 0&-4 | -10&-6
COc1ccc(NC(=S)NCCN2CCOCC2)cn1 | x | -3 | 8
CCN(CC)C(=O)C1(O)C2C=CC=CC2=NC(=O)N1c1ccccc1 (centres undefined) | x | -1 | -2
C=CCNC(=O)Nc1cc(OC)ccc1Br | -17 | -4 | 2
Cc1nc2ccc(Cl)cn2c(=O)c1NC(=O)c1ccc(Br)cc1 | x | -4 | -3
Cc1ccccc1NC(=O)CC(=O)N(C)Cc1csc(-c2ccccc2)n1 | x | -6 | 5
c1ccc(CCCNc2nc(-c3ccc(Oc4ccccc4)cc3)nc3ccccc23)cc1 | -6 | -5 | 0
COCCCN1COc2ccc3c(=O)c(-c4ccccc4)coc3c2C1 | -10 | -5 | 13
COCc1ccc(C(=O)N2CCc3c([nH]c4ccccc34)C2c2ccccc2OC)s1 (centres undefined) | -4 | -1 | -8
COc1ccc(N2CCN(CCc3c[nH]c4ccc(NC(=O)Cc5cc(OC)ccc5OC)cc34)CC2)cc1 | -9 | -15 | 12
CCCc1ccc(C(=O)C(C#N)=C(O)c2ccc(OC)nc2)cc1 | x | -14 | -1
CCc1[nH]n(-c2ccc(Cl)c(Cl)c2)c(=O)c1C1=C(N(CC)CC)C(=O)N(C2CCCCC2)C1=O | -6 | -7 | 25
COc1ccc(-n2c(SCc3c(F)cccc3Cl)nc3c(c2=O)SCC3)cc1OC | -6 | -8 | -5
COc1cccc(C2=NN(C(=O)CN3CCC4(CC3)OCCO4)C(c3ccccc3C)C2)c1 (centres undefined) | -6 | -8 | 17
CCN(CC)C(CNC(=O)c1ccc(S(C)(=O)=O)cc1)c1ccco1 (centres undefined) | -10 | -5 | 1
O=C(Nc1ccccc1)c1cc2n(n1)CCCN(C(=O)c1cc3ncccn3n1)C2 | x | -5 | 0
COCCn1c(SCC(=O)N(C)c2ccccc2)nc2c([nH]c3ccccc32)c1=O | -7 | -6 | 2
Cc1ccc(C(=O)OCC(=O)NC(=O)NC(C)C)o1 | -2 | 7 | 1
O=c1[nH]nc(CCCN2CCOCC2)n1Cc1cccc(F)c1 | -12 | -3 | 8
CN(C)CCCN(C(=O)CN1C(=O)CCC1=O)c1nc2c(Cl)cccc2s1 | 1 | 2 | 9
COC(=O)C(C)N(C(=O)c1cc(C2CC2)n(C(C)(C)C)n1)C1CC1 (centres undefined) | x | -14 | 0
O=C(NCC(c1ccc(C(F)(F)F)cc1)N1CCOCC1)C1CC2CCC1C2 (centres undefined) | x | -9 | 9
COc1ccc(Cn2c(-c3ccccc3I)nc3ccccc3c2=O)c(OC)c1 | -6 | -5 | 4
Cc1cc(NC(=O)Cn2nc(C)c(C)c(C#N)c2=O)no1 | -5 | -3 | 3
COCCC1CCCCN1C(=O)c1cc(NC(=O)C2CCCCC2)cc2ncn(CCOC)c12 (centres undefined) | -2 | 2 | -14
COc1ccccc1N1CCN(C(=O)c2cc3n(n2)CCN(Cc2cccc(C(F)(F)F)c2)C3=O)CC1 | -5 | -1 | 12
CC(=O)N1CCOCCN(C(C)=O)CCOCC1 | x | -5 | 9
C=CCCC(O)CN(CCC)Cc1c(CC)nn(-c2ccccc2)c1Oc1ccccc1OC (centres undefined) | -5 | -7 | 3
CCOC(=O)C1CCCN(C(=O)c2cc3c(s2)CN(C2CCCC2)C3)C1 (centres undefined) | 1 | 1 | x
